Myeloid diff 2 = myeloid differentiation induction; ER-HoxA9 myeloid progenitors, lysozyme-GFP differentiation, flow cytometry; actives 1% (n = 360,000); calls only at 10 µM;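 active = normalized GFP-positive differentiation at or above the plate's own cutoff, the solvent-only control mean plus 3 SD; inconclusive = no clear call, values can overlap the other calls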;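 also: cells exposed to compound for four days before flow analysis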
Hep lipid drop = modulators of hepatic lipid droplet formation; AML12 mouse hepatocytes, oleate lipid droplets, BODIPY imaging; inhibition, % at 6.5 µM; actives 0.4% (n = 240,000); AID 1656;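 active = lipid droplet intensity inhibited by at least 50%, with more than 500 cells counted; inconclusive = wells with under 300 cells, treated as cytotoxic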
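System: AML12 hepatocytes (mouse). Probe or stimulus: oleic acid at 100 µM to induce lipid droplet formation. Times: overnight treatment with compound plus oleate. Detection: Image-based BODIPY and DAPI two-channel analysis. Evaluation: percent inhibition of filter-corrected integrated lipid droplet intensity per well.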
T cell modulator = T cell immune modulation candidate | 2C CD8+ T cell-vesicle binding, flow cytometry; hits give low values | calls only at 7 µM | actives 0.068% (n = 330,000) | AID 2052;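 active = response, share of CD8 T cells binding vesicles, and their 90th percentile fluorescence all below set limits, cut at about 80% in these data, passing the limit was not always enough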
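Incubation: binding step 1.5 h, 37 °C, antibody labelling 20 min, ice; system: murine 2C transgenic CD8+ T lymphocytes; technique: cytometric PE anti-B7-1 and Alexa647 anti-CD8 signals after 1% paraformaldehyde fixation; also added: QL9-charged Drosophila Ld/ICAM-1/B7-1 vesicles; control set: naked versus QL9-loaded vesicles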
Hep lipid drop cells 6.5 µM = also measured in Hep lipid drop; calls as there; cell count; measured here: cell count, cytotoxicity flag;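 cells counted across two imaged fields per well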
T cell modulator vesicle-bound % = recorded beside T cell modulator, whose call it bears; double positive events, %; measured here: CD8+ vesicle-bound cell fraction;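 binding gate set so that unloaded-vesicle control wells show 10% double positive cells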
Myeloid diff 2 GFP+ MAC1+ % = further read-out of Myeloid diff 2, marked with its call; GFP+ MAC1+ double positive, %; measured here: differentiation confirmed by MAC1 staining
An asterisk follows results filed as active; i = inactive; u = inconclusive; x = not tested or not shown; + = active, no number. A portion of the library. The share of hits here may be higher or lower than overall.

Value order – Myeloid diff 2	Myeloid diff 2 GFP+ MAC1+ %	Hep lipid drop	Hep lipid drop cells 6.5 µM	T cell modulator	T cell modulator vesicle-bound %
COc1ccc(-c2nn(-c3ccccc3)cc2C(=O)NC2CCC(C)CC2)cc1 (centres undefined)
 : i	0.6	x	x	i	28
CC(C)NC(=O)Nc1cccc2c1O[C@H](CN(C)S(C)(=O)=O)[C@@H](C)CN([C@H](C)CO)C2=O
 : i	2.6	x	x	i	13
COc1cc(C(=O)N(C)CCOc2ccccc2)ccc1OCC(=O)Nc1cccc(C(F)(F)F)c1
 : i	0.3	x	x	i	32
COc1ccc(NC(=O)CN2C(=O)NC(C)(C3CC3)C2=O)c(OC)c1 (centres undefined)
 : i	1.4	x	x	i	34
O=C(C1CCN(S(=O)(=O)c2cccc3cccnc23)CC1)N1CCN(Cc2ccccc2)CC1
 : i	2.0	x	x	i	30
CC(=O)N1CCc2c(sc(NC(=O)C3CCCN3S(=O)(=O)c3cccs3)c2C(N)=O)C1 (centres undefined)
 : i	0.3	x	x	i	51
C[C@]12C(=O)N(c3ccc(C(F)(F)F)cc3)C(=O)N1[C@H]1c3ccccc3OC[C@@H]1[C@H]2c1ccccc1
 : i	1.5	x	x	i	13
CCCCN1CCNC[C@H]1Cc1ccc(O)cc1
 : i	1.4	x	x	i	18
C=CC[C@@H](CC(=O)N[C@@H](CO)Cc1ccccc1)C(=O)N[C@H](COC(=O)[C@@H](CC=C)Cc1ccc(F)cc1)Cc1ccccc1
 : i	2.1	x	x	i	13
Cc1cccc(N2CC(C(=O)NCCC3=CCCCC3)CC2=O)c1C (centres undefined)
 : i	1.3	x	x	i	16
Cc1cc(SCC(=O)OCC(=O)N(C)C2CCS(=O)(=O)C2)c(C)cc1Br (centres undefined)
 : i	0.5	x	x	i	46
CN(C(=O)c1ccc(-c2ccccc2)cc1)C1CCCCC1
 : i	0.5	x	x	i	28
CC(=O)c1ccc(S(=O)(=O)NCC(=O)NC(c2nc3ccccc3[nH]2)C(C)C)cc1 (centres undefined)
 : i	1.6	x	x	i	51
O=C(COC(=O)CCC(=O)c1ccc(Cl)cc1)NCc1ccc(F)cc1
 : i	0.6	x	x	i	16
Cc1ccccc1NC(=O)Cc1nc(COC(=O)Cc2ccccc2F)cs1
 : i	0.2	x	x	i	4
CCOCc1c(C(=O)OCC(=O)NCc2ccc(F)cc2)oc2ccccc12
 : i	0.1	x	x	i	26
COc1ccc(-c2cccc(C(=O)N3CCOCC3)c2)cc1
 : i	1.0	x	x	i	51
NS(=O)(=O)c1ccc(CCNC(=O)COC(=O)COc2cccc(C(F)(F)F)c2)cc1
 : i	0.6	x	x	i	48
COc1ccc(NC(=O)CSc2nnc(Cc3cccs3)n2C)cc1
 : i	1.6	x	x	i	40
Cc1nnc(NC(=O)C2CSC3(C)CCC(=O)N23)s1 (centres undefined)
 : i	0.8	x	x	i	38

(listing goes on)
Value order – Myeloid diff 2	Myeloid diff 2 GFP+ MAC1+ %	Hep lipid drop	Hep lipid drop cells 6.5 µM	T cell modulator	T cell modulator vesicle-bound %
Cc1cccc(C)c1NC(=O)COC(=O)[C@@H]1CCCN1C(=O)c1cccs1
 : i	0.8	x	x	i	32
CN1CCN(S(=O)(=O)c2ccc(N3CCN(c4ccc(O)cc4)CC3)c([N+](=O)[O-])c2)CC1
 : i	0.9	x	x	i	24
CCCCCN1C(=O)/C(=C/c2c(N3CCc4ccccc4C3)nc3ccccn3c2=O)SC1=S
 : +	9.8*	x	x	i	55
O=C(CCNC(=O)c1ccccc1Cl)NCc1ccco1
 : i	0.4	x	x	i	50
Cc1cccc(NS(=O)(=O)c2ccc(C(=O)N3CCCCCC3)cc2)c1C
 : i	1.8	x	x	i	43
Cc1ccc(CC(=O)Nc2ccc(S(=O)(=O)N3CCOCC3)cc2)cc1C
 : i	0.2	x	x	i	7
CCN1CCN(C(=O)C(C)Oc2ccc(S(=O)(=O)N3CCCC3)cc2C(N)=O)CC1 (centres undefined)
 : i	1.2	x	x	i	17
O=C(COC(=O)/C=C/c1cccc(Cl)c1)Nc1ccc2[nH]c(=O)[nH]c2c1
 : i	0.7	x	x	i	21
Cc1ccc(NC(=O)C(=O)NCC2CCCN2S(=O)(=O)c2cccs2)c(C)c1 (centres undefined)
 : i	1.2	x	x	i	46
COc1ccc(-c2cccc(NC(=O)c3cccs3)c2)nn1
 : i	0.5	x	x	i	36
CCN(CC)S(=O)(=O)c1cccc(C(=O)NC(C(=O)NCCc2ccccn2)C(C)C)c1 (centres undefined)
 : i	1.1	x	x	i	46
CC(=O)Nc1ccc(NC(=O)CSc2n[nH]c(-c3cccs3)n2)cc1
 : i	1.0	x	x	i	41
Cc1ccc(NC(=O)CCCc2nc3ccccc3c(=O)[nH]2)c(Cl)c1
 : i	0.3	x	x	i	53
O=C(NCCS(=O)(=O)N1CCN(c2ccccc2)CC1)C1CC1
 : i	0.9	x	x	i	38
C[C@H]1CN=C(Nc2ccccc2)N1CCc1ccccc1
 : i	2.8	x	x	i	44
COc1ccc(CCC(=O)Nc2ccc(OC)c(S(=O)(=O)N3CCCCC3)c2)cc1
 : i	0.2	x	x	i	5
CCN(C(=O)Cn1nc(C)c([N+](=O)[O-])c1C)c1c(N)n(Cc2ccccc2)c(=O)[nH]c1=O
 : i	0.3	x	x	i	25
O=C(CN1C(=O)NC2(CCCc3ccccc32)C1=O)c1ccc(F)c(F)c1 (centres undefined)
 : i	1.1	x	x	i	42
COc1ccc(C(=O)N[C@H](C(=O)OCc2nc3ccsc3c(=O)[nH]2)C(C)C)cc1
 : i	0.7	x	x	i	36
Cc1ccsc1C(=O)OCC(=O)NC1CCCC1
 : i	1.4	x	x	i	48

Full records from above. Values in the order: Myeloid diff 2 | Myeloid diff 2 GFP+ MAC1+ % | Hep lipid drop | Hep lipid drop cells 6.5 µM | T cell modulator | T cell modulator vesicle-bound %
`Cc1cccc(NS(=O)(=O)c2ccc(C(=O)N3CCCCCC3)cc2)c1C` reads i | 1.8 | x | x | i | 43
`Cc1ccsc1C(=O)OCC(=O)NC1CCCC1` reads i | 1.4 | x | x | i | 48
`CN1CCN(S(=O)(=O)c2ccc(N3CCN(c4ccc(O)cc4)CC3)c([N+](=O)[O-])c2)CC1` reads i | 0.9 | x | x | i | 24

The results go on:
Value order – Myeloid diff 2	Myeloid diff 2 GFP+ MAC1+ %	Hep lipid drop	Hep lipid drop cells 6.5 µM	T cell modulator	T cell modulator vesicle-bound %
COC(=O)[C@]1(C)N[C@H](CN(C)C(=O)c2ccc(F)cc2)[C@@H]2C(=O)N(C)C(=O)[C@@H]21
 : i	1.7	x	x	i	13
COCCn1c(C)cc(C(=O)COc2ccc(N(C)S(=O)(=O)c3ccc(C)cc3)cc2)c1C
 : i	1.7	x	x	i	20
Cc1ccccc1CN1CCN(c2nc3ccccc3s2)CC1
 : i	0.3	x	x	i	34
COc1cc(OC)cc(C(=O)Nc2nc(CC(=O)NCc3ccc(F)cc3)cs2)c1
 : i	1.4	x	x	i	26
CCN(C[C@H]1N[C@@](Cc2ccccc2)(C(=O)OC)[C@H]2C(=O)N(C)C(=O)[C@@H]12)S(=O)(=O)c1ccccc1
 : i	1.7	x	x	i	10
Cc1ccc(C(=O)Nc2ccc(F)c(S(=O)(=O)N3CCOCC3)c2)s1
 : i	0.9	x	x	i	43
Cc1ccc(S(=O)(=O)CC(=O)N2CCN(c3ccc([N+](=O)[O-])cc3)CC2)cc1
 : i	1.0	x	x	i	30
Cc1ccc(NC(=O)CSc2nnc(CNC(=O)c3ccco3)n2C)cc1C
 : i	0.4	x	x	i	13
CCN(C(=O)COc1cc(OC)ccc1C(C)=O)C1CCS(=O)(=O)C1 (centres undefined)
 : i	0.4	x	x	i	40
COc1ccc(C(=O)NC(C)c2cccnc2)cc1S(=O)(=O)N(C)Cc1ccccc1 (centres undefined)
 : i	0.6	x	x	i	67
CCN1C(=O)N[C@@H](c2cccc(C(F)(F)F)c2)C(C(=O)OC)=C1C
 : i	1.8	x	x	i	40
COC(=O)c1ccc2c(c1)N(Cc1nc(-c3ccc(Cl)cc3)oc1C)C(=O)C1CCCN21 (centres undefined)
 : i	0.7	x	x	i	35
COc1ccc(NC2CCCN(C(=O)CCc3scnc3C)C2)cc1 (centres undefined)
 : i	0.8	-24	805	i	77
CCCCc1cc(=O)oc2cc(OCC(=O)Nc3cccnc3)c(Cl)cc12
 : i	1.7	-2	731	i	44
CCN1CCN(S(=O)(=O)c2c(C)[nH]c(C)c2C(=O)N2CCCCC2)CC1
 : i	1.2	-6	775	i	17
O=C(Nc1ccc(Br)cc1)c1ccccc1Br
 : i	0.4	-4	825	i	53
O=C(NC(=S)Nc1ccccc1C(=O)O)c1ccc(-c2ccc(Br)cc2)o1
 : i	3.9	3	660	i	55
COc1ccc(/C=N/N2CCN(Cc3ccccc3)CC2)cc1
 : i	0.7	1	802	i	55
Cc1cc(C(=O)CS(=O)(=O)c2ccc(F)cc2)cc(C)c1O
 : i	0.6	7	885	i	53
O=C(CCc1nnc2n(Cc3ccc(Cl)cc3)c(=O)c3ccccc3n12)N1CCN(c2ccccn2)CC1
 : i	3.3	-14	715	i	1

Next part.
Value order – Myeloid diff 2	Myeloid diff 2 GFP+ MAC1+ %	Hep lipid drop	Hep lipid drop cells 6.5 µM	T cell modulator	T cell modulator vesicle-bound %
CC(C)(CNC(=O)c1cccc(NS(=O)(=O)c2ccc(Br)cc2)c1)N1CCOCC1
 : i	0.6	-8	675	i	16
CC(C)n1cc(CN2CCC(Oc3ccc(C(=O)N4CCCCC4)cc3)CC2)cn1
 : i	1.3	-6	660	i	62
CCc1ccc(NS(=O)(=O)c2c(C)noc2C)cc1
 : i	0.0	0	755	i	31
CCN1C(=O)c2ccccc2S(=O)c2ccc(C(=O)NCc3ccc(OC)cc3)cc21 (centres undefined)
 : i	1.5	21	737	i	7
Cc1ccc(C(C)C)c(OCCn2ccnc2C)c1
 : i	0.2	0	811	i	35
CC1CCN(c2ccccc2NC(=O)c2cc3ccccc3o2)CC1
 : i	1.3	-31	718	i	18
CC(C)(CC(=O)O)CC(=O)Nc1ccc2c(c1)ncn2CCc1ccccc1
 : i	0.4	12	853	i	59
COc1cc(/C=N/NC(=O)c2ccc(N3CCCC3=O)cc2)ccc1O
 : i	1.0	5	667	i	66
CC(=O)NC(Cc1ccc(F)cc1)C(=O)NC1CCN(C(=O)Nc2ccccc2C)CC1 (centres undefined)
 : u	x	-36	765	i	11
O=C(O)c1ccccc1NS(=O)(=O)c1cccc2nsnc12
 : i	0.7	6	850	i	38
O=c1c2ccccc2n2c(=S)[nH]nc2n1-c1ccccc1
 : i	0.6	20	760	i	29
Cc1ccc(C)c(NC2CCCCC2NS(=O)(=O)c2ccccc2)c1 (centres undefined)
 : i	1.4	-14	710	i	50
Cc1cc(C)n2nc(CNS(=O)(=O)c3ccc(C)c(C)c3)nc2n1
 : i	2.0	-6	757	i	29
COc1ccccc1COCC(O)CNCCc1ccc(C(F)(F)F)cc1 (centres undefined)
 : i	0.4	-1	823	i	61
O=C(Cc1c(Cl)cccc1Cl)NC1CC1
 : i	0.6	10	810	i	46
Cc1cccc(N2CCN(C(=O)c3cccc(N4C(=O)C5C6C=CC(C6)C5C4=O)c3)CC2C)c1 (centres undefined)
 : i	5.2	-48	753	i	19
CC(C)C(NC(=O)c1ccccc1F)C(=O)NCc1ccc(F)cc1 (centres undefined)
 : i	0.2	-6	864	i	27
CSCCC(NS(=O)(=O)c1ccccc1F)C(=O)N1CC=C(c2ccccc2)CC1 (centres undefined)
 : +	1.3*	-36	678	i	15
O=C(NCc1ccc(F)cc1)C(=O)NCC1OCCCN1S(=O)(=O)c1cccs1 (centres undefined)
 : i	1.3	-3	825	i	30
O=C(NNC(=O)c1ccc(S(=O)(=O)N2CCCCC2)cc1)c1ccc(F)cc1
 : i	0.3	0	819	i	16

(list continues)
Value order – Myeloid diff 2	Myeloid diff 2 GFP+ MAC1+ %	Hep lipid drop	Hep lipid drop cells 6.5 µM	T cell modulator	T cell modulator vesicle-bound %
CC(C)CCNC(=O)CN(C(=O)CCC(=O)Nc1nccs1)C1CCCCC1
 : i	0.3	2	711	i	19
CC1CCCCN1CC(=O)c1c[nH]c2ccccc12 (centres undefined)
 : i	0.4	3	848	i	42
O=C(c1c(F)cccc1F)N(C1CCCCC1)C1CCCCC1
 : i	0.8	3	814	i	50
O=Cc1c(NCc2ccc(Cl)cc2)c2ccccc2[nH]c1=O
 : i	0.6	9	893	i	41
CCOc1ccc(N2CC(C(=O)N3CCc4ccccc43)CC2=O)cc1 (centres undefined)
 : i	0.3	-29	796	i	50
CCOc1ccc(CCNC(=O)COC(=O)c2c(C)nn(-c3ccccc3)c2C)cc1OCC
 : i	3.1	86*	847*	i	20
CCN1CCN(c2cc(C)c3cc(NC(=O)CCC(=O)N4CCN(c5ccccc5OC)CC4)ccc3n2)CC1
 : i	0.7	-21	791	i	31
c1ccc(-c2cc(NCCN3CCCCC3)c3ccccc3n2)cc1
 : i	0.4	-14	409	i	26
